BRCT inh green: BRCA1 BRCT-phosphoprotein interaction inhibition | BRCA1 BRCT-phosphopeptide binding, green fluorescence polarization | Potency, µM (titrated, usually from 76.9 µM), for inactives: top-dose activity change, negative = inhibition, actives largely listed as inhibitors | 0.05% of 75,000 active;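 note: potency is the fitted concentration of half-maximal effect; plate controls were peptide without protein for full effect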
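Compounds were incubated for 12 min at room temperature with a complex of 100 nM fluorescein-tagged pBACH1 decapeptide and 250 nM His-tagged BRCT protein. Buffer was phosphate pH 7.3 with EDTA, DTT and Tween 20. Disruption of binding lowers the polarization signal.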
Caspase-1 inhib: blocks human caspase-1 allosterically or competitively | Caspase-1 enzyme, Ac-WEHD-AFC fluorogenic rate | Potency, µM (series often up to 57.5 µM), for the others: top-dose activity change, negative = inhibition, hits mostly inhibitors | 0.03% of 75,000 active | AID 900;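 note: potency is the fitted concentration of half-maximal effect; plate controls were vehicle for no effect and no substrate for full effect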
UbGFP stabilizer: proteasome inhibitors stabilizing ubiquitin-GFP reporter | Ubiquitin-GFP reporter cells, proteasome inhibition, GFP fluorescence; response scale: untreated = 0%, 10 µM MG-132 = 100% | Potency, µM (titrated, usually from 45.9 µM), for the others: at the top dose activation (GFP accumulation), most hits filed as activators | 67,000 tested, under 10 active; active = well fitted activation curve with a large enough effect, not every such curve was filed as active; inconclusive = small, poorly fitted or top-dose-only effect, or another doubt; inactive = no such curve, though single readings can be large or run the other way; note: potency is the fitted concentration of half-maximal effect
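U2OS Ub(G76V)-GFP reporter; O/N plating, 0.5% FBS; cpd 46 uM–2.9 nM, 4 h, 37 °C; GFP+ cell count, 488/515 nm; norm. to basal vs 10 uM MG-132; CRC fit.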
BRCT inh red: BRCT-phosphoprotein interaction inhibition (red fluorophore) | P38398 | BRCT-phosphopeptide binding, red fluorescence polarization | Potency, µM (titrated, usually from 76.9 µM), inactives show at the highest dose activity change, negative = inhibition, usual class: inhibitors | 0.03% of 75,000 active | AID 892; note: % is set by controls: 0 for no effect and ±100 for the full control effect
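Rhodamine-labelled pBACH1 10-mer (100 nM) bound to BRCT domain (100 nM) at pH 7.3; compounds incubated 12 min room temperature, polarization read. Free peptide defines full inhibition; unlabelled decapeptide titrated as control.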
Fluorescein fluor: compound fluoresces in the fluorescein spectral region | Compound autofluorescence, 480/540 nm, fluorescein-equivalent; hits give high values | max fluorescein-equivalent concentration, M | 0.91% of 59,000 active | AID 593; in the data active = max fluorescein-equivalent concentration above about 10 nM; inconclusive = between about 1.1 nM and that limit
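Compounds (23 nL) in 100 mM Tris pH 8.0, 15 min at room temperature, then fluorescence read at 480 nm excitation/540 nm emission. Signal converted to fluorescein-equivalent concentration from an on-plate fluorescein standard curve.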
A350 fluor: compound fluoresces in the Alexa 350 spectral region. Compound autofluorescence, 340/450 nm, Alexa 350 dye-equivalents; hits give high values. max dye-equivalent concentration, M. 11% of 59,000 active. AID 590; in the data active = max dye-equivalent concentration above about 10 nM; inconclusive = mostly about 1.1 nM to 9.6 nM
4MU fluor: 4-MU region autofluorescence | compound autofluorescence, 340/450 nm, 4-MU equivalents; hits give high values | max dye-equivalent concentration, M | 11% of 59,000 active | AID 589; in the data active = max dye-equivalent concentration above about 10 nM; inconclusive = mostly about 1.1 nM to 9.6 nM
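Compounds in 100 mM Tris, pH 8.0, sat 15 min at room temperature before fluorescence was read at 340 nm excitation/450 nm emission; a per-plate six-point 4-MU standard curve converted signals to dye-equivalent concentration at each compound concentration.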
Epigenetic mod: derepresses silenced GFP locus in mouse C127i cells. Potency, µM (top dose mostly 46.1 µM), for the others: top-dose GFP derepression (activation). mouse C127i GFP locus derepression, cytometry, 30 h. 0.09% of 68,000 active; note: % of control where 0% means no effect
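Derepression screen: silenced CMV-GFP reporter in murine C127i cells, 30 h compound incubation at 37 C, washed cells imaged by laser-scanning cytometer to enumerate GFP-expressing objects of 20 to 120 um.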
Caspase-7 inhib: blocks human caspase-7 allosterically or competitively. recombinant caspase-7, Ac-DEVD-AFC fluorescence rate. Potency, µM (doses to about 57.5 µM), without a hit: at the highest dose activity change, negative = inhibition, usual class: inhibitors. 0.02% of 75,000 active. AID 889; active = well fitted inhibition curve with a large enough effect in the main read-out, with a control signal flat, not every such curve was filed as active; inconclusive = small, poorly fitted or top-dose-only effect, or a change in a side signal; note: potency is the fitted concentration of half-maximal effect; % of control where 0% means no effect
HEK293 cAMP ctrl: raises cAMP in parental HEK293 cells, TSHR agonist counter-screen; Potency, µM (highest dose often 57.1 µM), inactives show top-dose activation, most hits filed as activators; 2.5% of 73,000 active; parental HEK293 CNG cAMP sensor, membrane potential fluorescence; note: potency is the fitted concentration of half-maximal effect; % of control where 0% means no effect; nearly all actives have a fitted effect of over 55% in size
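Counterscreen for endogenous-receptor signalling: CNG-channel HEK 293 cells report cAMP rise by membrane depolarization. After 60 min dye equilibration with 100 uM RO 20-1724, compounds incubated 30 min before bottom-read fluorescence at 590 nm.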
USP2a inh: inhibitors of human ubiquitin-specific protease USP2a; Potency, µM (titrated, usually from 38.3 µM), for inactives: at the highest dose activity change, negative = inhibition, usual class: inhibitors; O75604; USP2a enzymatic assay, qHTS inhibition; 0.1% of 60,000 active; AID 927;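 note: potency is the fitted concentration of half-maximal effect; nearly all actives have a fitted effect of over 60% in size; plate controls were DMSO for no effect and NEM full inhibition control for full effect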
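20 nM USP2 core + cpd, 30 min RT; add 20 nM Ub-PLA2/20 uM NBD C6-HPC; read Ex460/Em535 at 0 h and 2.5 h. Normalized to NEM; qHTS curve fit/classification.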
* marks the source's active call; other numbers are inactive results; i = inactive; ? = inconclusive; / = not tested or not shown; & = joins results of further samples; [ ] = dose if it differs, or a comment. Unless noted, calls come from the whole dose curve; as a rule, active = well fitted curve in the direction sought with a large enough effect; inconclusive = small, poorly fitted or top-dose-only effect, or another doubt; inactive = no such curve, though single readings can be large; an effect the other way counts as inactive or inconclusive. Only part of the results is shown; rates above refer to the full screens.

SMILES	BRCT inh green	Caspase-1 inhib	UbGFP stabilizer	BRCT inh red	Fluorescein fluor	A350 fluor	4MU fluor	Epigenetic mod	Caspase-7 inhib	HEK293 cAMP ctrl	USP2a inh
CCOc1cc(NC(=O)C2CC2)c(OCC)cc1NC(=O)c1ccccn1	1.2%	-2.6%	-3.5%	-0.8%	i	?	i	-0.3%	0.0%	0.8%	10.1%
Cc1ccccc1-c1nc(CN2CCC(C(=O)NCc3ccco3)CC2)c(C)o1	-1.2%	-1.9%	-7.4%	-0.4%	i	i	i	0.5%	0.5%	?	7.4%
CCC(=O)N1c2ccc(S(=O)(=O)CCC(=O)Nc3nccs3)cc2CC1C (stereo not drawn)	-1.9%	0.6%	0.9%	-1.2%	i	i	i	-0.2%	-0.3%	3.0%	-4.1%
CCCn1nc(C(=O)NCCN2CCOCC2)c2ccccc2c1=O	-4.2%	2.0%	6.5%	-2.7%	?	i	i	0.0%	-0.6%	3.1%	-2.2%
C=CCn1c(=O)c2ccccc2n2c(SCc3c(C(=O)OCC)oc4ccccc34)nnc12	-1.1%	0.0%	-6.6%	1.0%	i	i	i	4.4%	-0.1%	-1.2%[2.29 µM]	-1.7%
O=C(O)C1CCC(=O)N1C1c2ccccc2Oc2ccccc21 (stereo not drawn)	-0.5%	1.8%	5.7%	-0.3%	/	/	/	-2.3%	0.0%	1.2%	/
COc1cc(N)cc(NC(=O)c2ccncc2)c1	-1.2%	0.5%	-2.6%	-1.5%	i	?	?	-2.3%	1.7%	3.2%	-5.1%
COc1cccc(N2CC(C(=O)Nc3c(C)cccc3C)CC2=O)c1 (stereo not drawn)	-5.2%	3.6%	-2.6%	-2.3%	i	1.95e-08M*	1.97e-08M*	0.0%	-0.3%	15.7%	0.8%
Cc1cc(=O)oc(C)c1C(=O)NCCC(C)C	-1.2%	2.6%	6.2%	0.6%	?	?	i	0.0%	-1.3%	10.5%	-3.2%
N#Cc1nc(Cc2ccccc2)oc1NCCCn1ccnc1	-0.7%	-0.9%	3.6%	2.1%	?	i	i	3.7%	0.2%	6.9%	5.1%
CC(C)(C)N(Cc1cc2ccccc2[nH]c1=O)C(=O)c1cccnc1	-2.6%	-2.0%	4.0%	-0.7%	i	i	i	5.7%	1.0%	1.5%	-2.1%
Nn1cc(-c2ccccc2)nc1SCC(=O)N1CCN(S(=O)(=O)c2ccccc2)CC1	-3.1%	-1.3%	2.0%	0.1%	?	i	i	-1.1%	-3.8%	5.3%	28.8%
O=C(NCCCN=C1NS(=O)(=O)c2ccccc21)c1ccc(S(=O)(=O)N2CCCCC2)cc1	-0.9%	2.3%	4.8%	0.2%	i	i	i	0.0%	-0.8%	4.6%	38.0%[activator]
CN(c1ccccc1C(=O)Nc1ccc2c(c1)OCCO2)S(C)(=O)=O	-1.5%	-0.6%	-2.2%	-0.6%	i	i	i	0.0%	2.3%	2.6%	-4.2%
CC(C)(C)NC(=O)CSc1nnc(NC(=O)CCn2cnc3ccccc3c2=O)s1	-0.8%	1.3%	-6.5%	0.1%	i	i	i	0.0%	-1.3%	1.5%	7.8%
CC(=O)Nc1cccc(N2C(=O)CC(Cc3ccccc3)C2=O)c1 (stereo not drawn)	-1.6%	-1.1%	-8.7%	-0.4%	/	/	/	-1.8%	0.0%	0.2%	4.1%
Cc1ccc(C)c(OCC(=O)Nc2ccc3c(c2)OCO3)c1	-0.8%	-2.2%	-0.2%	-0.6%	i	i	i	0.0%	-0.4%	?	40.9%[activator]
Cc1cc(C)n2ncc(C(=O)Nc3ccc4c(c3)OCO4)c2n1	1.0%	-0.2%	1.1%	-1.2%	i	i	i	0.9%	-1.0%	3.8%	8.0%
CCOc1ccc(OCC)c(S(=O)(=O)NCc2ccc3c(c2)OCO3)c1	-1.9%	-0.9%	-0.5%	1.9%	/	/	/	/	-1.0%	3.1%	/
CCC(=O)N1CCN(c2ccccc2NC(=O)COc2cc(C)ccc2C(C)C)CC1	2.1%	-1.6%	2.5%	-1.2%	?	i	i	0.0%	-8.5%	15.8µM*	2.6%
Cc1ccc2c(c1)NC(=O)C(N1CCOCC1)(C(F)(F)F)O2 (stereo not drawn)	-0.3%	-1.5%	14.8%	0.1%	i	i	i	3.6%	-3.1%	1.7%	6.6%
COc1ccc(-c2c3c(=O)n(C)c(=O)n(C)c3cn2-c2cc(OC)ccc2OC)cc1	-3.3%	-2.5%	-2.6%	-1.2%	?	1.59e-08M*	1.24e-08M*	2.2%	-0.6%	13.6%	26.0%
CCn1c(COc2cccc(C)c2)nnc1SCC(=O)N1CCCC1	-1.4%	-0.7%	1.6%	-0.8%	i	i	i	1.2%	-1.5%	1.2%	-2.1%
COc1ccc(C(=O)N2c3ccc(F)cc3CCC2C)cc1OC (stereo not drawn)	-0.2%	-0.1%	-5.6%	0.0%	i	i	i	-3.2%	-1.1%	15.6%	4.3%
Cc1ccc(S(=O)(=O)N(C)c2ccc(OCC(=O)OCc3c(C)noc3C)cc2)cc1	-0.7%	-3.2%	0.0%	-0.8%	?	i	i	-1.1%	-1.8%	28.6%	-0.7%
c1ccc(CC2CCN(Cc3nc(-c4ccccc4)no3)CC2)cc1	-3.6%	-1.3%	0.2%	2.1%	i	i	i	-4.8%	-9.7%	9.6%	-5.2%
Cc1onc(-c2ccccc2)c1C(=O)Nc1ccc2c(C)cc(=O)oc2c1	1.2%	-6.5%	0.0%	-0.1%	i	3.85e-07M*	4.19e-07M*	0.0%	-4.2%	1.5%	17.6%
COc1cc(C(C#N)N2CCOCC2)ccc1O (stereo not drawn)	-1.4%	1.4%	-1.1%	-1.2%	i	?	i	9.9%	2.6%	10.5%	/
Cn1c(C(=O)N2CCCC(C(=O)NCc3ccc4c(c3)OCO4)C2)cc2sccc21 (stereo not drawn)	-1.8%	-0.4%	-6.2%	-2.8%	/	/	/	-0.7%	-0.6%	18.4%	/
N[C@@H]1CCN(O)C1=O	-2.0%&-2.5%	-2.2%&0.3%	-3.9%&7.8%	0.1%&1.0%	i	i	i	0.5%&1.6%	1.1%&0.0%	?	-9.1%
O=C(COc1ccc(Cl)cc1Cl)Nc1nc2n(n1)C(c1ccccc1)CC(=O)N2 (stereo not drawn)	0.1%	-1.0%	/	0.4%	i	i	i	12.5%	-0.3%	11.8%	37.2%[activator]
COC(=O)C1=C(C(C)=O)C(c2ccc(C)cc2)n2nnnc2N1 (stereo not drawn)	-1.3%	-3.5%	1.3%	-0.2%	i	i	i	9.1%	0.8%	3.6%	/
CC1CN(C(=O)Nc2ccc3snnc3c2)c2ccccc21 (stereo not drawn)	-1.1%	-7.9%	-5.7%	-2.3%	/	/	/	/	-3.6%	19.8%	/
Cc1ccc(NC(=O)Cc2cn3ccsc3n2)nc1	-2.9%	0.3%	5.7%	-0.5%	?	?	?	-2.7%	0.9%	-3.1%	-0.1%
O=C(Nc1ccc2c(c1)OCO2)NC1CCN(Cc2ccccc2)CC1	-0.5%	-0.4%	4.8%	3.0%	?	i	i	1.6%	0.7%	-0.4%	-1.4%
COc1cc(S(=O)(=O)N(C)C)ccc1F	-0.1%	-0.5%	-4.7%	0.1%	i	1.99e-08M*	1.86e-08M*	0.0%	-2.0%	3.3%	1.3%
Cc1ccsc1C=Nc1c(C)n(C)n(-c2ccccc2)c1=O	-0.5%	2.7%	5.8%	0.2%	?	i	i	-3.2%	-0.1%	2.2%	2.7%
N#Cc1ccccc1NC(=O)Nc1cccc(Cl)c1	-1.3%	-0.9%	-12.8%	-1.6%	/	/	/	4.4%	1.5%	1.4%	-6.6%
O=C1C2C3C=CC(C3)C2C(=O)N1c1cccc(-c2nc3ccccc3o2)c1 (stereo not drawn)	8.5%	-0.2%	8.7%	0.8%	/	/	/	?	-0.1%	-2.5%	1.7%
O=C(Cc1cn2ccsc2n1)Nc1nc2c(s1)CCCC2	-1.4%	-3.3%	-6.0%	-1.3%	i	?	?	0.1%	-0.5%	22.0%	3.9%
C=CCOc1nc(N(C)C)nc(N(C)C)n1	-5.7%	-0.6%	-4.9%	-0.1%	i	i	i	-0.7%	2.6%	10.5%	1.0%
Cc1ccc(OCC(=O)n2cnnc2N)c(C)c1	1.4%	-1.7%	2.5%	-0.9%	i	i	i	0.0%	1.2%	4.1%	-5.0%
CC1(C)CC(=O)C=C(NCc2ccco2)C1	4.2%	2.1%	-0.6%	-0.2%	i	?	?	-0.1%	0.3%	21.0%	-5.1%
CCCCOC(=O)CSc1nnc(-c2cc(OC)c(OC)c(OC)c2)o1	-0.5%	-0.4%	-4.3%	-1.1%	i	i	i	-3.3%	-1.0%	8.2%	/
Cc1nc(N)c(C#N)c(-c2cccnc2)c1C	-1.1%	-1.7%	4.7%	1.6%	i	2.11e-08M*	1.6e-08M*	-1.6%	4.6%	6.2%	5.6%
CCCNC(=O)Cc1ccsc1	0.8%	2.6%	4.2%	0.9%	?	i	i	0.0%	0.1%	14.9%	1.2%
O=C(Cn1c(C(=O)NCc2ccco2)cc2sccc21)c1ccccc1	0.2%	-3.2%	-5.7%	-0.6%	i	i	i	-1.3%	-0.1%	20.5%	15.8%

Compound activity (PubChem BioAssay)
